PvdQ acylase – P. aeruginosa PvdQ acylase inhibition | purified PvdQ acylase, fluorescence plate reader | inhibition, % at 10 µM | 340,000 tested, 0.063% active | AID 488965; in the data active means inhibition above about 30%, passing the limit was not always enough;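 further: 0% = vehicle neutral wells and 100% = reference inhibitor wells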
Wnt act – activators of Wnt/beta-catenin signaling | activation, % at 9.35 µM | Wnt/beta-catenin reporter cell assay, activator, plate reader | 300,000 tested, 1.2% active; in the data active means activation above about 30%, passing the limit was not always enough;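 further: 0% = neutral control wells and 100% = positive control wells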
dFosB act – activators of mouse delta FosB homodimer | 340,000 tested, 0.99% active | activation, % at 25 µM | purified delta FosB, TAMRA-CDK5 oligo fluorescence polarization; percent of positive-control signal above neutral wells | P13346;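 active means mean activation above about 17%, with every replicate also reaching it, limit read from the data, passing the limit was not always enough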;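 further: fluorescence polarization rise as delta FosB binds a TAMRA Cdk5 AP-1 oligo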
Target sequence (P13346 whole entry, looked up): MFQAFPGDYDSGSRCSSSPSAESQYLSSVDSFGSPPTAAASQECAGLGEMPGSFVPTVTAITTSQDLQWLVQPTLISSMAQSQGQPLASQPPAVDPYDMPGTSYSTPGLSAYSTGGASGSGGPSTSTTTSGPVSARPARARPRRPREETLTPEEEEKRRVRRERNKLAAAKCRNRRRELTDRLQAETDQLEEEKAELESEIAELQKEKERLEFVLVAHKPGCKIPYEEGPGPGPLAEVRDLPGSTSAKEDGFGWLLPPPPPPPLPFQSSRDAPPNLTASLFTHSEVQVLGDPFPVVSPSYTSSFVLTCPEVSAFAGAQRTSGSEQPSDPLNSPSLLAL
HTR5A ag – counter-screen for OPRM1-OPRD1 agonists: human HTR5A agonism; HTR5A agonist assay, luminescence, cell-based; activation, % at 9.3 µM; 340,000 tested, 0.61% active; AID 504692; P47898; in the data active means activation mostly above about 9.5%, no sharp cut-off; inactive means mostly below about 7.6%;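 further: 0% = cells with vehicle only and 100% = reference agonist; strong numbers were not always called active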
Target sequence (P47898 whole entry, looked up): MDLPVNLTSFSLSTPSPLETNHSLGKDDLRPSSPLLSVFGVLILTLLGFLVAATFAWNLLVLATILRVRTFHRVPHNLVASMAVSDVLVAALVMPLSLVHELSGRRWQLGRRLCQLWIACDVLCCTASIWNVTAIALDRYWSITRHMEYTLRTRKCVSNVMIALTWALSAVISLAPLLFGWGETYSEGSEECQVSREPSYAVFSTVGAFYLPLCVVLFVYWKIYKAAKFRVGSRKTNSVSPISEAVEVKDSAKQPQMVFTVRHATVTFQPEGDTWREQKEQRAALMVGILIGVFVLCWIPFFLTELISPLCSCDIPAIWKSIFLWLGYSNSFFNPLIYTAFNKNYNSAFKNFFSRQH
Rtt109 HAT inh – inhibitors of Candida albicans Rtt109/Vps75 histone acetyltransferase. purified Rtt109/Vps75, ThioGlo CoA-SH fluorescence, 4 h. inhibition, % at 34.9 µM. 330,000 tested, 0.16% active. AID 540336;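 active means inhibition of at least 50% in every replicate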
Target sequence (Q5AAJ8 whole entry, looked up): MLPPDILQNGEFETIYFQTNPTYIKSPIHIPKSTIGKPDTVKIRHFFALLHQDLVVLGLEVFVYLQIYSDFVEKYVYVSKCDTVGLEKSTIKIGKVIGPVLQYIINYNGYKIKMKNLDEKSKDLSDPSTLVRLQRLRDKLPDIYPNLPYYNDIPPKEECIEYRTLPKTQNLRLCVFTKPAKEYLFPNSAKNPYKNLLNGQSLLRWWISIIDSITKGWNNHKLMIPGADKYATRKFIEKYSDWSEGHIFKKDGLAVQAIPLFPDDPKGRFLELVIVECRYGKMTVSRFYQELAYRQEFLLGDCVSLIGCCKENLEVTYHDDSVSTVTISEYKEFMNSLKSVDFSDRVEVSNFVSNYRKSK
CDK5 inh – CDK5/p35 (human) kinase inhibition; Q00535+Q15078; Recombinant CDK5/p35, ADP-Glo luminescence, 60 min; inhibition, % at 10 µM; 330,000 tested, 0.01% active;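 active means highest replicate inhibition of at least 50% and at least 75% of replicates reaching 50%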;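 further: plate controls were DMSO neutral control for no effect and GW8510 at 10 µM for full effect; many of its hits are not listed in these tables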
cardiac RTF act – increases calcium sensitivity of human cardiac regulated thin filaments; P19429+P45379; IANBD-labeled TnC RTF fluorescence at EC20 calcium; 0% EC20 calcium, 100% full calcium; activation, % at 7.2 µM; 340,000 tested, 0.24% active;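 active means activation above the mean over all tested compounds plus 3 SD, cut at about 30% in these data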;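 further: rise in fluorescence read as greater calcium sensitivity of cardiac thin filaments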
SR-BI HDL uptake – inhibitors of mouse SR-BI mediated HDL lipid uptake | ldlA[mSR-BI] CHO cells, DiI-HDL uptake fluorescence, 3 h | 320,000 tested, 0.96% active | inhibition, % at 12.5 µM;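 active means mean replicate inhibition of at least 70% and a set share of replicates each scoring 70 or more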;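 further: 0% = median of neutral control wells and 100% = median of positive control wells; values of inactives mirror those of a sister screen read the other way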
MITF act – activators of MITF-driven TRPM1 promoter activity in SK-MEL-5 cells; activation, % at 12.5 µM; SK-MEL-5 TRPM1-promoter luciferase, 24 h; % of positive control, neutral wells = 0; AID 588334; 300,000 tested, 0.75% active;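 active means mean activation of at least 80% with every replicate also reaching 80%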;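 further: 0% = neutral control wells and 100% = parthenolide positive control wells; values of inactives mirror those of a sister screen read the other way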
SR-BI uptake up – enhances SR-BI lipid uptake from DiI-HDL; CHO ldlA[mSR-BI] cells, DiI-HDL uptake fluorescence, 3 h; 100 = double the neutral-control signal; activation, % at 12.5 µM; 320,000 tested, 0.096% active; AID 504775;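 active means mean replicate activation of at least 60% and every replicate at or above 60%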;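 further: 0% = median plate neutral-control signal and 100% = twice that signal; values of inactives mirror those of a sister screen read the other way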
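Material: SR-BI-overexpressing, LDLR-lacking CHO cells; schedule: compound exposure 3 h, 37 °C; reagent: DiI-labelled HDL at 10 µg/mL final; technique: bottom-read fluorescence, 550/595 nm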
An asterisk follows results filed as active. Outcome played no part in choosing rows, and some 4.4% of all compounds hit somewhere here.

Results for CC(Nc1nc(N2CCCCC2)nc2ccccc12)c1ccccc1 (stereo unspecified) ?
PvdQ acylase: -6; dFosB act: 5; HTR5A ag: -7; Rtt109 HAT inh: 7; CDK5 inh: 0.9; cardiac RTF act: 1; SR-BI HDL uptake: -4; MITF act: -5; SR-BI uptake up: 4

Results for C/C(=N\NC(=O)c1cc(C(C)(C)C)[nH]n1)C12CC3CC(CC(C3)C1)C2 ?
PvdQ acylase: -16; Wnt act: -2; dFosB act: -17; HTR5A ag: 1; Rtt109 HAT inh: -11; CDK5 inh: 1.2; cardiac RTF act: 1; SR-BI HDL uptake: -13; MITF act: 1; SR-BI uptake up: 13

Results for Cc1cc(OCC(=O)Nc2ccc(S(=O)(=O)N3CCN(C)CC3)cc2)ccc1Br ?
PvdQ acylase: -5; Wnt act: -2; dFosB act: -8; HTR5A ag: 2; Rtt109 HAT inh: 4; CDK5 inh: -0.4; cardiac RTF act: -1; SR-BI HDL uptake: 24; MITF act: 1; SR-BI uptake up: -24

How did CCOc1ccc(Cl)cc1CSc1n[nH]c(CC)n1 do in these assays?
PvdQ acylase: -8; dFosB act: -12; HTR5A ag: -1; Rtt109 HAT inh: -5; CDK5 inh: -1.9; cardiac RTF act: 2; SR-BI HDL uptake: 33; MITF act: 4; SR-BI uptake up: -33

How did Cc1ccnc(NC(=O)C23CC4CC(CC(C4)C2)C3)c1 do in these assays?
PvdQ acylase: 7; dFosB act: 7; HTR5A ag: 6; Rtt109 HAT inh: -2; CDK5 inh: 0.5; cardiac RTF act: 4; SR-BI HDL uptake: -37; SR-BI uptake up: 37

How did O=C(CCC(=O)c1ccc(F)cc1)NN1C(=O)NC2(CCCCC2)C1=O do in these assays?
PvdQ acylase: 9; Wnt act: 1; dFosB act: -5; HTR5A ag: -3; Rtt109 HAT inh: -1; CDK5 inh: 0.5; cardiac RTF act: 0; SR-BI HDL uptake: -7; MITF act: -12; SR-BI uptake up: 7

What do the screens show for `Cc1ccc(NC2CCCN(C(=O)c3ccc4[nH]ccc4c3)C2)cc1C` (stereo unspecified)?
PvdQ acylase: -13; Wnt act: 8; dFosB act: -7; HTR5A ag: 1; Rtt109 HAT inh: -1; CDK5 inh: 1.3; cardiac RTF act: 6; SR-BI HDL uptake: -20; MITF act: -11; SR-BI uptake up: 20

Results for CCOc1ccc(NS(=O)(=O)c2cc(C(=O)N3CC(C)OC(C)C3)ccc2C)cc1 (stereo unspecified) ?
PvdQ acylase: 5; Wnt act: 2; dFosB act: -9; HTR5A ag: -8; Rtt109 HAT inh: 21; CDK5 inh: -2.9; cardiac RTF act: -7; SR-BI HDL uptake: -16; MITF act: 1; SR-BI uptake up: 16

What do the screens show for `O=S(=O)([O-])CCC[n+]1c(SCCCS(=O)(=O)O)sc2ccc(Cl)cc21`?
PvdQ acylase: -17; Wnt act: 1; dFosB act: -6; HTR5A ag: -5; Rtt109 HAT inh: -149; CDK5 inh: -3.8; cardiac RTF act: -4; SR-BI HDL uptake: -15; MITF act: -4; SR-BI uptake up: 15

How did O=C(Cn1nnc2ccccc2c1=O)NCCc1ccc(Cl)cc1Cl do in these assays?
PvdQ acylase: -6; Wnt act: -4; dFosB act: 1; HTR5A ag: -2; Rtt109 HAT inh: -8; CDK5 inh: -1.4; cardiac RTF act: -4; SR-BI HDL uptake: 17; MITF act: 4; SR-BI uptake up: -17

Results for CC(C)Cc1cc(C(=O)N2CCC(N3CCC(C(=O)NC4CC4)CC3)CC2)n[nH]1 ?
PvdQ acylase: -18; Wnt act: 2; dFosB act: 10; HTR5A ag: -6; Rtt109 HAT inh: 1; CDK5 inh: 0.7; cardiac RTF act: -2; SR-BI HDL uptake: -15; MITF act: 1; SR-BI uptake up: 15

Results for Cc1nc2ccccc2c(=O)n1/N=C/c1cc(Br)ccc1O ?
PvdQ acylase: -14; Wnt act: 0; dFosB act: -9; HTR5A ag: -3; Rtt109 HAT inh: -1; CDK5 inh: 0.3; cardiac RTF act: 5; SR-BI HDL uptake: 65; MITF act: -4; SR-BI uptake up: -65

What do the screens show for `CNC(=S)N/N=C/c1ccc(N2CCOCC2)s1`?
PvdQ acylase: -6; Wnt act: 0; dFosB act: -3; HTR5A ag: 6; Rtt109 HAT inh: 3; CDK5 inh: 0.0; cardiac RTF act: -1; SR-BI HDL uptake: 0; MITF act: -2; SR-BI uptake up: 0

How did O=C1C(=O)N(Cc2cccnc2)C(c2cccc(Br)c2)/C1=C(/O)c1ccc2c(c1)OCO2 (stereo unspecified) do in these assays?
PvdQ acylase: 16; Wnt act: 0; dFosB act: -3; HTR5A ag: -4; Rtt109 HAT inh: -1; CDK5 inh: -0.9; cardiac RTF act: 1; SR-BI HDL uptake: -17; MITF act: -13; SR-BI uptake up: 17

What do the screens show for `CC(=O)Nc1ccccc1NC(=O)c1ccc(C)c(C)c1`?
PvdQ acylase: -14; Wnt act: 1; dFosB act: 1; HTR5A ag: -6; Rtt109 HAT inh: 0; CDK5 inh: 2.0; cardiac RTF act: -2; SR-BI HDL uptake: -8; MITF act: 3; SR-BI uptake up: 8

Results for Cc1cc(NC(=O)CSCC(=O)Nc2ccc(C)c(C)c2)no1 ?
PvdQ acylase: -2; Wnt act: 2; dFosB act: 6; HTR5A ag: 2; Rtt109 HAT inh: 9; CDK5 inh: -1.0; cardiac RTF act: -6; SR-BI HDL uptake: -36; MITF act: -3

Results for Cc1ccc(CN(CC(=O)NCCc2ccccc2)C(=O)CCCC(=O)Nc2cc(C)on2)cc1 ?
PvdQ acylase: 0; Wnt act: -2; dFosB act: -3; HTR5A ag: 0; Rtt109 HAT inh: 2; CDK5 inh: -1.3; cardiac RTF act: -3; SR-BI HDL uptake: 0; MITF act: -2; SR-BI uptake up: 0

Results for COc1ccc(N(CC(=O)NCCSCc2ccco2)S(=O)(=O)c2ccc(C)cc2)cc1 ?
PvdQ acylase: -12; Wnt act: -1; dFosB act: -15; HTR5A ag: 0; Rtt109 HAT inh: -2; CDK5 inh: -0.2; cardiac RTF act: 5; SR-BI HDL uptake: 4; MITF act: -14; SR-BI uptake up: -4

Results for CC(C)(C)c1ccc(-c2nc3[nH]c(=O)cc(NC(=O)c4ccco4)n3n2)cc1 ?
PvdQ acylase: -17; Wnt act: 0; dFosB act: -15; HTR5A ag: 0; Rtt109 HAT inh: -2; CDK5 inh: -1.4; cardiac RTF act: 0; SR-BI HDL uptake: -27; MITF act: 39; SR-BI uptake up: 27

How did Nc1cc(N)nc(SCC(=O)Nc2cccc(S(=O)(=O)N3CCCCC3)c2)n1 do in these assays?
PvdQ acylase: 8; Wnt act: -2; dFosB act: -5; HTR5A ag: 1; Rtt109 HAT inh: 9; CDK5 inh: 0.0; cardiac RTF act: 4; SR-BI HDL uptake: -1; MITF act: 7; SR-BI uptake up: 1

Already shown: entries from further up.
Results for Cc1nc2ccccc2c(=O)n1/N=C/c1cc(Br)ccc1O ?
PvdQ acylase: -14; Wnt act: 0; dFosB act: -9; HTR5A ag: -3; Rtt109 HAT inh: -1; CDK5 inh: 0.3; cardiac RTF act: 5; SR-BI HDL uptake: 65; MITF act: -4; SR-BI uptake up: -65

What do the screens show for `CNC(=S)N/N=C/c1ccc(N2CCOCC2)s1`?
PvdQ acylase: -6; Wnt act: 0; dFosB act: -3; HTR5A ag: 6; Rtt109 HAT inh: 3; CDK5 inh: 0.0; cardiac RTF act: -1; SR-BI HDL uptake: 0; MITF act: -2; SR-BI uptake up: 0

How did O=C1C(=O)N(Cc2cccnc2)C(c2cccc(Br)c2)/C1=C(/O)c1ccc2c(c1)OCO2 (stereo unspecified) do in these assays?
PvdQ acylase: 16; Wnt act: 0; dFosB act: -3; HTR5A ag: -4; Rtt109 HAT inh: -1; CDK5 inh: -0.9; cardiac RTF act: 1; SR-BI HDL uptake: -17; MITF act: -13; SR-BI uptake up: 17

What do the screens show for `CC(=O)Nc1ccccc1NC(=O)c1ccc(C)c(C)c1`?
PvdQ acylase: -14; Wnt act: 1; dFosB act: 1; HTR5A ag: -6; Rtt109 HAT inh: 0; CDK5 inh: 2.0; cardiac RTF act: -2; SR-BI HDL uptake: -8; MITF act: 3; SR-BI uptake up: 8

Later entries
Results for COc1cccc(CC(=O)Nc2sc3c(c2C(N)=O)CCCC3)c1 ?
PvdQ acylase: -6; Wnt act: -1; dFosB act: -7; HTR5A ag: 7; Rtt109 HAT inh: 6; CDK5 inh: 0.4; cardiac RTF act: 2; MITF act: -1

Results for Cc1cc(NC(=O)COC(=O)c2cc(S(=O)(=O)N3CCOCC3)ccc2N2CCCCC2)no1 ?
PvdQ acylase: 3; dFosB act: 13; HTR5A ag: -2; Rtt109 HAT inh: 6; CDK5 inh: 0.0; cardiac RTF act: 2; SR-BI HDL uptake: 25; MITF act: 3; SR-BI uptake up: -25

Results for CCn1nnnc1SCC(=O)Nc1ccc2c(c1)OCO2 ?
PvdQ acylase: -1; Wnt act: 19; dFosB act: 9; HTR5A ag: -1; Rtt109 HAT inh: 1; CDK5 inh: -1.3; cardiac RTF act: -1; SR-BI HDL uptake: -10; MITF act: 25; SR-BI uptake up: 10

What do the screens show for `CCN1CCN(C(=S)Nc2ccc3nc(N4CCN(CC)CC4)cc(C)c3c2)CC1`?
PvdQ acylase: -10; dFosB act: 5; HTR5A ag: -2; Rtt109 HAT inh: 17; CDK5 inh: 0.2; cardiac RTF act: 6; SR-BI HDL uptake: 2; MITF act: -7; SR-BI uptake up: -2

What do the screens show for `O=C(c1ccc2oc(Cc3ccc(Cl)cc3)nc2c1)N1CC[C@H](O)C1`?
PvdQ acylase: -7; Wnt act: -1; dFosB act: -7; HTR5A ag: -6; Rtt109 HAT inh: -4; CDK5 inh: -2.4; cardiac RTF act: -4; SR-BI HDL uptake: -37; MITF act: -2; SR-BI uptake up: 37

How did O=C(NCCc1ccccc1)/C(=C\c1cccc([N+](=O)[O-])c1)NC(=O)c1ccco1 do in these assays?
PvdQ acylase: -9; Wnt act: -3; dFosB act: -9; HTR5A ag: 3; Rtt109 HAT inh: -2; CDK5 inh: -0.7; cardiac RTF act: 1; SR-BI HDL uptake: -5; MITF act: -12; SR-BI uptake up: 5

What do the screens show for `Cc1ccc(-n2ncc3c(N4CCCC4)ncnc32)c(C)c1`?
PvdQ acylase: 4; Wnt act: 29; dFosB act: -5; HTR5A ag: 0; Rtt109 HAT inh: -2; CDK5 inh: -1.9; cardiac RTF act: -1; SR-BI HDL uptake: -2; SR-BI uptake up: 2

Results for Cc1ccc(C(=O)NC2CCN(C(=O)NCc3ccccc3)CC2)cc1 ?
PvdQ acylase: -8; Wnt act: 4; dFosB act: 2; HTR5A ag: 1; Rtt109 HAT inh: -3; CDK5 inh: -0.5; cardiac RTF act: 3; SR-BI HDL uptake: -7; MITF act: -9; SR-BI uptake up: 7

How did COc1ccc(Cl)cc1C(=O)Nc1nc2ccccc2[nH]1 do in these assays?
PvdQ acylase: -2; Wnt act: 5; dFosB act: -9; HTR5A ag: -4; Rtt109 HAT inh: -33; CDK5 inh: 0.5; cardiac RTF act: -3; SR-BI HDL uptake: 34; MITF act: -51; SR-BI uptake up: -34

Screening results (PubChem)
